Assay outcomes as filed in PubChem.
MEKK2 WT-MEK5 – raises or lowers MEK5 binding to wildtype human MEKK2 PB1 domain. bead flow cytometry, Alexa488-MEK5 binding to MEKK2 WT; actives lie on both sides. binding response (% of control), % at 10 µM. actives 1.1% (n = 290,000); in the data active means binding response below about 67% or above about 130%
V1aR counter – counter-screen for oxytocin receptor agonists: human V1a receptor agonists; P37288; CHO-V1R cells, Fluo-8 calcium fluorescence, agonist mode; 0% DMSO, 100% 3 nM vasopressin; actives 0.25% (n = 320,000); AID 2797; activation, % at 3 µM;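 active means activation above the mean activation of all tested compounds plus 3 SD, per screening run, cut at about 20% in these data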;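 further: signal is peak over basal fluorescence ratio across a 100 second FLIPR read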
Target sequence (P37288 whole entry, looked up): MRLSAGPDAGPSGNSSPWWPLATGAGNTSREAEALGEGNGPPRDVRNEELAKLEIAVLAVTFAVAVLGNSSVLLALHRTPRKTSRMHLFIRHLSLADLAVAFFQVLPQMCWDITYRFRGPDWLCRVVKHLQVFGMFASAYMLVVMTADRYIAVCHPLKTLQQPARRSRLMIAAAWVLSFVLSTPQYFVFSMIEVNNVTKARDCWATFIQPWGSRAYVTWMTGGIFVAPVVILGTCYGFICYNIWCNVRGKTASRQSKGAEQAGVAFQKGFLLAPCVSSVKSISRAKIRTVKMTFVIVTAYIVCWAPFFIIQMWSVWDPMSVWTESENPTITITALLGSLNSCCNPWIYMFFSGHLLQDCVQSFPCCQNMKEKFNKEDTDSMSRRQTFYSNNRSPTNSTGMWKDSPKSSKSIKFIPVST
OXTR ag – agonists of human oxytocin receptor; activation, % at 3 µM; actives 0.32% (n = 320,000); AID 2435; P30559; CHO-OTR cells, Fluo-8 calcium fluorescence; normalized: DMSO 0%, oxytocin 100%;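 active means activation above the mean of all tested compounds plus 3 SD, cutoff set per screening run, cut at about 20% in these data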;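 further: peak over basal fluorescence ratio from a 100 s FLIPR kinetic read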
GalR3 antagonist – antagonists of human GalR3; HEK293 GalR3-CNG cAMP membrane potential fluorescence; galR3 body fused to GalR1 C-terminus; inhibition, % at 3 µM; O60755; actives 0.44% (n = 360,000);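 active means inhibition above the screen-wide average plus 3 SD, cut at about 13% in these data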;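 further: forskolin and galanin both at EC90 stimulate the cells; cAMP rise reported by CNG channel membrane potential dye signal; 0% = forskolin plus galanin with DMSO and 100% = forskolin alone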
OXTR potentiator – potentiators of human oxytocin receptor. AID 2445. P30559. CHO-OTR cells, Fluo-8 calcium fluorescence, potentiator mode; 0% = oxytocin EC15, 100% = EC100. activation, % at 3 µM. actives 0.061% (n = 320,000);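 active means activation above that plate's cutoff, the mean activation of tested compounds plus 3 SD, cut at about 6.6% in these data, passing the limit was not always enough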;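 further: 100% uses oxytocin at 75 nM as the full agonist control; some results filed as inactive read as strong as hits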
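Dosing: Single dose, 3.0 µM nominal final compound concentration | Material: Human OTR in CHO cells | Technique: Kinetic Fluo-8 calcium fluorescence | Benchmarks: EC15 oxytocin alone as 0%, 75 nM oxytocin as 100% | Probe or stimulus: Oxytocin at about EC15, sub-maximal agonist stimulus | Incubation: Compound 6 min at room temperature before oxytocin, 100 s read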
M18AAP inhibitor – PfM18AAP enzyme inhibition; recombinant PfM18AAP, H-Glu-NHMec fluorogenic cleavage; inhibition, % at 7.35 µM; actives 1.2% (n = 290,000);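 active means inhibition above the campaign mean inhibition over all tested compounds plus 3 SD, cut at about 28% in these data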;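 further: 0% = plate median of test compound wells and 100% = 2 mM ZnCl2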
MEKK2mut PB1 HTS – signal of MEK5 binding to mutant human MEKK2 PB1 domain | bead flow cytometry, Alexa488-MEK5 binding to MEKK2 mutant | percent response, % at 10 µM | actives 0.35% (n = 290,000) | AID 1530; in the data active means percent response above about 24%, passing the limit was not always enough; further: inactives centre near 1; some results filed as inactive read as strong as hits
NALP1 inh – NALP1 inhibition; S. cerevisiae NALP1/ASC/caspase-1 growth, X-gal OD620, 72 h; actives 0.61% (n = 280,000); inhibition, % at 10 µM; in the data active means inhibition mostly above about 24%, no sharp cut-off; inactive means mostly below about 32%; further: some compounds called inactive have numbers as strong as hits
GPR7 antag – antagonists of human GPR7 (neuropeptides B/W receptor 1); P48145; GPR7-expressing cells, fluorescence antagonist assay; inhibition, % at 4.4 µM; actives 1.1% (n = 290,000); AID 1861; in the data active means inhibition above about 16%, passing the limit was not always enough;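 further: cells stimulated with the agonist NPW; 0% = agonist with vehicle and 100% = vehicle without agonist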
Target sequence (P48145 whole entry, looked up): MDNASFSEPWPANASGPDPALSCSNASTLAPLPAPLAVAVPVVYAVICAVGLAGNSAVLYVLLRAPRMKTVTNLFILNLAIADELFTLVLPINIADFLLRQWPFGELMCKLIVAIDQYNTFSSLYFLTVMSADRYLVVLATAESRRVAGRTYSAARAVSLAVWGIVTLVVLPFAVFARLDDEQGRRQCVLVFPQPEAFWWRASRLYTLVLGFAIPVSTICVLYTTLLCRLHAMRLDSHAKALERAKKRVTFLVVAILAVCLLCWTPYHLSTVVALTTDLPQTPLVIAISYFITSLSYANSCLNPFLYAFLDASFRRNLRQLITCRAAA
* = called active by the depositor; nt = not tested or not shown.

(1) CC(=O)N1CCc2cc(C(=O)CN3CCC(C)CC3)ccc21
(2) COc1ccc(OC)c(S(=O)(=O)N/N=C\c2ccc3c(c2)OCO3)c1
(3) C=CCOc1c(CNc2ncn[nH]2)cccc1OCC
(4) Cc1onc(C(=O)NN)c1C(=O)Nc1ncc(C(F)(F)F)cc1Cl
(5) CCOc1ccc(N(CC(=O)NCCSCc2ccccc2)S(=O)(=O)c2ccccc2)cc1
(6) C=CCc1ccc(OCCCCNC(C)CC)c(OC)c1 (stereo not drawn)
(7) O=C(COc1cccc(Br)c1)N/N=C1\CCSC1
(8) CC/C(C)=N/Nc1nc2c(c(=O)[nH]c(=O)n2C)n1CCc1ccccc1
Screen / compound no.	1	2	3	4	5	6	7	8
MEKK2mut PB1 HTS	10	-5	8	-3	-2	0	-2	-12
NALP1 inh	-16	-12	10	-4	4	21	1	9
GalR3 antagonist	nt	-3	-3	5	-5	-2	-4	-5
OXTR potentiator	-3	0	-3	-3	-18	2	-3	-13
GPR7 antag	-14	0	-10	0	-17	1	1	2
MEKK2 WT-MEK5	104	93	97	97	97	99	99	92
M18AAP inhibitor	2	-6	-7	55*	5	0	-7	14
V1aR counter	0.5	0.8	1.1	0.3	7.1	0.3	1.1	-0.7
OXTR ag	0.7	0.8	-0.2	0.1	7.2	-0.4	0.8	-1.9

(9) CCOc1ccccc1NC(=O)CC(O)(C(F)(F)F)C(F)(F)F
(10) COc1cc(C(=O)NCCOc2cc(C)cc(C)c2)cc(OC)c1OC
(11) CCCCNC(=S)Nc1cccc2cnccc12
(12) CCN1CCN(C(=O)CN2C(=O)c3ccccc3S2(=O)=O)CC1
(13) Oc1ccc2ccccc2c1-c1sc(Nc2ccccc2)n[n+]1-c1ccc(F)cc1
(14) CC(=O)Oc1ccc(/C=C(\NC(=O)c2ccco2)C(=O)Nc2ccc(C(C)=O)cc2)cc1
(15) Cc1c(C(=O)OCC(=O)Nc2ccccc2OC(F)F)cccc1[N+](=O)[O-]
(16) CN(c1cccc(NC(=O)CN(c2ccc(C34CC5CC(CC(C5)C3)C4)cc2)S(C)(=O)=O)c1)S(C)(=O)=O
Screen / compound no.	9	10	11	12	13	14	15	16
MEKK2mut PB1 HTS	5	1	12	nt	-10	1	0	7
NALP1 inh	6	15	24	nt	13	0	44	14
GalR3 antagonist	-3	-8	1	-4	0	-6	-6	nt
OXTR potentiator	-4	-14	1	1	-13	-9	-11	-2
GPR7 antag	-6	18	-3	nt	-10	-2	-3	-6
MEKK2 WT-MEK5	103	100	101	nt	70	99	98	115
M18AAP inhibitor	1	2	7	nt	-6	-2	-2	-11
V1aR counter	-0.5	4.4	2.3	0.1	1.8	0.6	1.9	2.8
OXTR ag	-1.3	0.2	3.9	2.4	5.4	-0.5	-1.1	1.6

(17) CC(C)NC(=O)CC1C(=O)NCCN1CC(c1ccccc1)c1ccccc1 (stereo not drawn)
(18) O=C(CO)N/N=C/c1ccc(Cl)cc1
(19) COc1nc(-c2ccc(Cl)cc2Cl)nc2ccccc12
(20) Cc1cc(C)c(S(=O)(=O)Nc2ccc(OCC(=O)O)cc2)c(C)c1
(21) CCOC(=O)N1CCC(NC(=O)c2ccc(Cl)cc2)CC1
(22) Nc1ccc(Cc2nc3cc4ccccc4cc3[nH]2)cc1
(23) COc1ccc(Cc2nnc3c4cnn(C)c4ncn23)cc1
(24) C=CCNC(=S)NNC(=O)c1ccncc1
Screen / compound no.	17	18	19	20	21	22	23	24
MEKK2mut PB1 HTS	-5	6	4	2	-16	7	7	-10
NALP1 inh	4	23	-9	47	nt	-14	14	-17
GalR3 antagonist	-6	-5	-5	-1	-3	5	-5	-6
OXTR potentiator	-4	-4	4	-5	3	-3	0	-5
GPR7 antag	-6	4	-28	-11	-8	0	-8	-17
MEKK2 WT-MEK5	96	110	106	103	96	107	100	100
M18AAP inhibitor	-9	-3	4	-3	-15	-9	-6	11
V1aR counter	0.7	0.2	-0.9	1.0	0.8	2.5	1.0	0.7
OXTR ag	-0.1	0.1	-2.3	0.6	0.3	4.2	1.6	1.5

11 of the compounds above, with values under each structure:
Below each SMILES – MEKK2mut PB1 HTS	NALP1 inh	GalR3 antagonist	OXTR potentiator	GPR7 antag	MEKK2 WT-MEK5	M18AAP inhibitor	V1aR counter	OXTR ag
11: CCCCNC(=S)Nc1cccc2cnccc12
 : 12	24	1	1	-3	101	7	2.3	3.9
12: CCN1CCN(C(=O)CN2C(=O)c3ccccc3S2(=O)=O)CC1
 : nt	nt	-4	1	nt	nt	nt	0.1	2.4
13: Oc1ccc2ccccc2c1-c1sc(Nc2ccccc2)n[n+]1-c1ccc(F)cc1
 : -10	13	0	-13	-10	70	-6	1.8	5.4
14: CC(=O)Oc1ccc(/C=C(\NC(=O)c2ccco2)C(=O)Nc2ccc(C(C)=O)cc2)cc1
 : 1	0	-6	-9	-2	99	-2	0.6	-0.5
15: Cc1c(C(=O)OCC(=O)Nc2ccccc2OC(F)F)cccc1[N+](=O)[O-]
 : 0	44	-6	-11	-3	98	-2	1.9	-1.1
16: CN(c1cccc(NC(=O)CN(c2ccc(C34CC5CC(CC(C5)C3)C4)cc2)S(C)(=O)=O)c1)S(C)(=O)=O
 : 7	14	nt	-2	-6	115	-11	2.8	1.6
17: CC(C)NC(=O)CC1C(=O)NCCN1CC(c1ccccc1)c1ccccc1 (stereo not drawn)
 : -5	4	-6	-4	-6	96	-9	0.7	-0.1
18: O=C(CO)N/N=C/c1ccc(Cl)cc1
 : 6	23	-5	-4	4	110	-3	0.2	0.1
19: COc1nc(-c2ccc(Cl)cc2Cl)nc2ccccc12
 : 4	-9	-5	4	-28	106	4	-0.9	-2.3
20: Cc1cc(C)c(S(=O)(=O)Nc2ccc(OCC(=O)O)cc2)c(C)c1
 : 2	47	-1	-5	-11	103	-3	1.0	0.6
21: CCOC(=O)N1CCC(NC(=O)c2ccc(Cl)cc2)CC1
 : -16	nt	-3	3	-8	96	-15	0.8	0.3

Going on with the list:
(25) O=C1CCCc2c1cc(-c1ccccc1)n2-c1ccc(O)cc1
(26) CC(=O)/C(=N/Nc1ccccc1)Sc1nnc(C(O)c2ccccc2)n1-c1ccccc1 (stereo not drawn)
(27) Cc1cccc(N2CC34C=CC(O3)C(C(=O)O)C4C2=O)c1 (stereo not drawn)
(28) CCN(CC)C(=O)C(C)N(C#N)c1nc(NC(C)C)nc(NC(C)C)n1 (stereo not drawn)
(29) CCCCOc1ccc(OCCCN2CCOCC2)cc1
(30) CCCn1nc(NS(=O)(=O)c2ccccc2)c2cc3ccccc3nc21
(31) O=C(NCCCN1CCCC1)c1cccc(N2CCCC2=O)c1
(32) Cc1nnc(SCC(=O)O)o1
Screen / compound no.	25	26	27	28	29	30	31	32
MEKK2mut PB1 HTS	-2	-1	4	0	3	3	1	-2
NALP1 inh	29	12	-9	15	27	19	1	26*
GalR3 antagonist	-6	-1	1	0	-3	-7	-1	-6
OXTR potentiator	-5	-8	-8	-2	-1	-5	1	-11
GPR7 antag	5	24*	8	-6	6	nt	-5	-4
MEKK2 WT-MEK5	93	98	104	101	94	106	104	92
M18AAP inhibitor	-6	5	-2	-10	-8	nt	-4	-5
V1aR counter	0.0	-0.8	0.5	-1.9	1.9	-0.2	1.2	1.1
OXTR ag	-3.4	0.2	-0.4	-1.7	1.1	-1.7	1.7	-0.4

(33) Oc1ccc(C(c2nnnn2CCc2ccccc2)N2CCN(c3nc4ccccc4s3)CC2)cc1 (stereo not drawn)
(34) COc1ccccc1CNC(=O)Cn1cnc2ccccc2c1=O
(35) Cc1ccc(OCC(=O)N2CCN(C(=O)c3cccnc3)CC2)cc1
(36) COc1ccc2[nH]c(CN3CCN(CCC(C)C)C(CCO)C3)c(C)c2c1 (stereo not drawn)
(37) Cc1ccc2c(c1)N(CC(=O)N1CCN(c3ccccc3)CC1)C(=O)C(C)O2 (stereo not drawn)
(38) CCOc1ccc(C(=O)c2ccc([N+](=O)[O-])cc2Cl)cc1
(39) CC(=O)Nc1ccc(S(=O)(=O)Nc2nc3ccccc3nc2Nc2cccc(O)c2)cc1
(40) CCOc1ccccc1NC(=O)CSc1nnc(-c2ccco2)o1
Screen / compound no.	33	34	35	36	37	38	39	40
MEKK2mut PB1 HTS	-15	-2	14	8	7	-8	-8	2
NALP1 inh	nt	3	-8	4	13	11	14	0
GalR3 antagonist	23*	-4	-6	-3	-11	-1	-3	-9
OXTR potentiator	-7	-12	-4	-9	-1	-10	-9	-4
GPR7 antag	-5	-2	-3	-20	-7	12	-2	-2
MEKK2 WT-MEK5	86	101	102	110	105	90	101	103
M18AAP inhibitor	-3	1	-6	6	0	9	-9	6
V1aR counter	0.4	1.1	0.4	-0.3	0.5	-1.2	-0.6	0.7
OXTR ag	0.2	-0.3	0.8	0.1	-0.3	-1.9	-0.3	0.7

(41) C=CCN1C=C2C(=O)C(C)(OC(=O)CCC(=O)OC)C(=O)C=C2C=C1C1CC1 (stereo not drawn)
(42) CC(=O)Oc1ccc(-c2nc3cc(Cl)ccc3c(=O)o2)cc1
(43) Cn1c(SCC(=O)N2CCN(S(=O)(=O)c3ccccc3)CC2)nc2ccccc21
(44) CC1CC(C)CN(C(=O)Cn2nnc(-c3ccccc3)n2)C1 (stereo not drawn)
(45) O=C(CSc1nnc(SCc2ccc(F)cc2)s1)Nc1ccc(C(=O)O)cc1
(46) COc1cccc(NC(=S)N2CCC(NC(=O)C3CCCCC3)CC2)c1
(47) c1ccc(Oc2cccc(Oc3ccccc3)n2)cc1
(48) CC(C)NC(=O)Cn1cc(C(=O)C2CC2)c2ccccc21
(49) Cc1ccc(-c2c(C(=O)N/N=C/c3ccsc3)nnn2-c2nonc2N)cc1
Screen / compound no.	41	42	43	44	45	46	47	48	49
MEKK2mut PB1 HTS	2	9	6	0	15	3	nt	1	-1
NALP1 inh	nt	18	-4	8	nt	2	nt	-9	17
GalR3 antagonist	-5	-3	nt	-11	-4	-5	0	-5	-1
OXTR potentiator	-7	7	3	-6	-2	-10	-3	-3	-20
GPR7 antag	nt	-20	-4	-13	-7	5	nt	-9	-14
MEKK2 WT-MEK5	88	112	108	97	114	105	nt	99	101
M18AAP inhibitor	nt	-4	-1	7	-4	1	nt	5	1
V1aR counter	-0.7	0.5	1.0	1.5	0.0	0.1	-0.9	0.0	36*
OXTR ag	-0.8	1.3	-0.7	0.2	0.5	-0.2	-1.6	-0.2	39*
